Assay outcomes as filed in PubChem.
CHT PAM: allosteric activators of human choline transporter CHT; 0.49% of 310,000 active; B-score at 10 µM; CHT-expressing cells, membrane potential dye, choline EC20; active compounds read high; LV-AA mutant CHT in HEK293 cells;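 active = initial fluorescence not abnormally high and integrated response B-score, plate-corrected, over 3 SD above library mean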
Target sequence (Q9GZV3 whole entry, looked up): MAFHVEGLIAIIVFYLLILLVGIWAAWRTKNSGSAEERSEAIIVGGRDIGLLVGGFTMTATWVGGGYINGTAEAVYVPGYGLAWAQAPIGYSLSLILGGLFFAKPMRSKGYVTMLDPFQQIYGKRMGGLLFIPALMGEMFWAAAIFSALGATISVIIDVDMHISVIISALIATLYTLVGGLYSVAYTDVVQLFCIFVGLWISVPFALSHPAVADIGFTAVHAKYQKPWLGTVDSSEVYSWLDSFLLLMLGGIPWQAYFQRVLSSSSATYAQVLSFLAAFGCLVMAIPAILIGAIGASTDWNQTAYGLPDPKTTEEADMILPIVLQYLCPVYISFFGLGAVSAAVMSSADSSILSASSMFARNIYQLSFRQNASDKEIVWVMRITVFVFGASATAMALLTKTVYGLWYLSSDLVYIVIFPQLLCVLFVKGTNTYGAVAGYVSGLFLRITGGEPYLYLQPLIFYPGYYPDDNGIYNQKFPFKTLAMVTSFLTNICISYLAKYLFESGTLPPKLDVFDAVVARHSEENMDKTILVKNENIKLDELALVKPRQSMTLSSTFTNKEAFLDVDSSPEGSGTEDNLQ
OX1R antag-1: human HCRTR1 antagonism. O43613. CHO/OX1R cells, Fluo-8 calcium fluorescence, orexin A. inhibition, % at 5 µM. 0.43% of 330,000 active. AID 434989;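 active = inhibition above its plate's threshold, mean inhibition of all tested compounds on the plate plus 3 SD, cut at about 37% in these data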;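 also: 0% = orexin A challenge wells and 100% = SB-334867-A antagonist wells; not every result past the cut was called active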
Target sequence (O43613 whole entry, looked up): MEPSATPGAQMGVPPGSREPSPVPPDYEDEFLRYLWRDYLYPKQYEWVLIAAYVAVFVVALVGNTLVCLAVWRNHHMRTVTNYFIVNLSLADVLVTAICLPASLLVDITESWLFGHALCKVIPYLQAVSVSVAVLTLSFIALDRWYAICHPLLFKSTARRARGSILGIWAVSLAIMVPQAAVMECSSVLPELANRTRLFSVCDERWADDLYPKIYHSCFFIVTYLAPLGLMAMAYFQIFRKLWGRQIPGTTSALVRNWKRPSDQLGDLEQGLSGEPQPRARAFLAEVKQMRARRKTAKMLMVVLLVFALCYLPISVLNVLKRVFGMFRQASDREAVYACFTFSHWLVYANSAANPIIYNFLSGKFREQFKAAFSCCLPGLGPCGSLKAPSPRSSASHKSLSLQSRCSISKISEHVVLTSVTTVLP
OX1R antag-2: antagonists of human orexin 1 receptor (OX1R). OX1R-expressing cells, FRET antagonist read-out. inhibition, % at 6.6 µM. O43613. 1.8% of 330,000 active. AID 485270; in the data active = inhibition mostly above about 38%, no sharp cut-off; inactive = mostly below about 40%;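 also: 0% = agonist challenge alone and 100% = reference antagonist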
Numbers without * were called inactive; i = inactive; x = no result given; & = joins results of further samples.

SMILES | CHT PAM | OX1R antag-1 | OX1R antag-2
CC(/C=N/n1c(-c2cccnc2)n[nH]c1=S)=C\c1ccccc1 | i | -16 | 2
CN(C)c1ccc(N=Nc2ccccc2Br)cc1 | i | -34 | 15
CN(/N=C/c1ccc(Cl)cc1Cl)c1ncc(Cl)cc1C(F)(F)F | i | -4 | 7
COc1cccc(C(=O)N(Cc2cccs2)C2CCS(=O)(=O)C2)c1 (stereo unspecified) | i | -18 | 5
Cn1nc(C(F)(F)F)c(-c2ccccc2)c1NC(=O)CCC(=O)O | i | -13 | 1
S=c1c2c(nc3nc[nH]n13)CCC2 | i | -7 | 3
Fc1ccc(CNC2CCN(Cc3ccccc3)CC2)cc1 | i | -13 | 30
O=C(Nc1ccc2c(c1)OCCO2)c1cccnc1Oc1ccccc1 | i | -26 | 10
CCCS(=O)(=O)C(=C1Nc2ccccc2N1)S(=O)(=O)CCC | i | -22 | 29
CC(NS(=O)(=O)c1ccc(Cl)cc1)C(=O)NCCC1=CCCCC1 (stereo unspecified) | i | -30 | 17
CCCCCCC1/C(=N/O)CCC1C(=O)OC (stereo unspecified) | i | -19 | 2
Cc1nn(C)c(C)c1CNC(=O)c1nn2c(c1Cl)NC(c1cccs1)CC2C(F)(F)F (stereo unspecified) | i | -15 | 13
C(=N\Nc1nc(Nc2ccccc2)nc(Nc2ccccc2)n1)/c1cccnc1 | i | -22 | 30
CC(NCc1cccs1)C(=O)NC1CCCCC1 (stereo unspecified) | i | -1 | 15
Nc1nnc(-c2cccnc2)s1 | i | -10 | 16
CCOC(=O)C1CCN(C(=O)COC(=O)c2cccc(F)c2)CC1 | i | -3 | 12
O=C(CNC(=O)c1cccs1)OCC(=O)c1ccccc1 | i | 3 | 9
O=C(CCc1nnc2ccc(N3CCC4(CC3)OCCO4)nn12)N1CCCCC1 | i | -15 | 14
CC(C)(C)c1ccc(/C=C/C(=O)NCCCN2CCOCC2)cc1 | i | -20 | 0
O=[N+]([O-])c1cccc(CN2CCN(c3ncccn3)CC2)c1 | i | -9 | 12

Single records, as listed above. Screens in order: CHT PAM	OX1R antag-1	OX1R antag-2
CN(/N=C/c1ccc(Cl)cc1Cl)c1ncc(Cl)cc1C(F)(F)F reads i	-4	7
COc1cccc(C(=O)N(Cc2cccs2)C2CCS(=O)(=O)C2)c1 (stereo unspecified) reads i	-18	5
CC(NS(=O)(=O)c1ccc(Cl)cc1)C(=O)NCCC1=CCCCC1 (stereo unspecified) reads i	-30	17
CCCCCCC1/C(=N/O)CCC1C(=O)OC (stereo unspecified) reads i	-19	2
CCOC(=O)C1CCN(C(=O)COC(=O)c2cccc(F)c2)CC1 reads i	-3	12

(list continues)
SMILES | CHT PAM | OX1R antag-1 | OX1R antag-2
CCN1CCC[C@H]1CNC(=O)c1c(O)c(Cl)cc(Cl)c1OC | i | -13&2 | 7&8
CCOc1ccccc1OCCCC(=O)ON=C(N)c1ccccc1 | x | -19 | 14
COc1cccc(CN2CCNC(=O)C2CC(=O)NC2CCCC2)c1OC (stereo unspecified) | i | -25 | 7
COc1ccc(CCNC(=O)c2cnn3c(C(F)F)cc(C)nc23)cc1OC | i | -32 | 6
CCCCC(=O)NC1(C(F)(F)F)C(=O)N(Cc2ccco2)C(C)=C1C(=O)OC (stereo unspecified) | i | -15 | 2
CC(C)CC(=O)N/N=C/c1c(N)n(C)c(=O)n(C)c1=O | i | 9 | 9
Cc1ccc(N(C(=O)c2ccc(S(=O)(=O)N3CCOCC3)cc2)C2C=CS(=O)(=O)C2)cc1C (stereo unspecified) | i | -13 | 8
COc1ccc(Cc2nc3ccccc3n2C)cc1 | i | -15 | 7
CC(=O)Nc1ccc(NC(=O)c2ccc([N+](=O)[O-])cc2Cl)cc1 | i | -12 | 37
CC(=O)NC(O)C(=O)c1ccco1 (stereo unspecified) | i | -2 | 1
O=C(N/N=C/c1c[nH]c2ccccc12)c1ccc(O)c(O)c1 | i | 5 | 18
Cc1ccc(-c2c(C)n([O-])c3c([n+]2=O)CCC3)cc1 | i | -12 | 23
C=C1[C@@H](O)[C@@H]2O[C@]3(CC[C@H](/C=C/[C@@H](C)[C@@H]4CC(C)=CC5(O[C@H](C[C@@](C)(O)C(=O)OC)CC[C@H]5O)O4)O3)CC[C@H]2O[C@@H]1[C@@H](O)C[C@H](C)[C@H]1OC2(CCCCO2)CC[C@H]1C (stereo partly specified) | x | -1 | 27
Cn1ncc([N+](=O)[O-])c1C(=O)NCc1ccccc1 | i | -3 | 3
COc1cccc(N(C(=O)c2nc3nccc(C)n3n2)c2nc3ccccc3s2)c1 | i | -29 | 48
CCCCn1c(=O)c(Cc2ccccc2)c(O)c2ccccc21 | i | -13 | 23
CCN(C(=O)Cn1c(=O)oc2cc(S(=O)(=O)N3CCCC3)ccc21)c1ccc(OC)cc1 | i | -3 | 9
CCOc1ccc(OCC)c(NC(=O)Nc2ccc3c(c2)N(C)C(=O)CS3)c1 | i | -28 | 16
O=C(COc1ccc(Cl)cc1)NNC(=S)NCc1ccccc1 | i | -12 | 12
CCN(CC)CCCNC(=O)c1cc(Nc2ccc(OC)cc2)nc2ccccc12 | i | -65 | 14

Two compounds picked at random from the list so far, as already listed:
SMILES | CHT PAM | OX1R antag-1 | OX1R antag-2
O=C(COc1ccc(Cl)cc1)NNC(=S)NCc1ccccc1 | i | -12 | 12
COc1cccc(N(C(=O)c2nc3nccc(C)n3n2)c2nc3ccccc3s2)c1 | i | -29 | 48

Continued:
SMILES | CHT PAM | OX1R antag-1 | OX1R antag-2
COC(=O)c1ccccc1S(=O)(=O)N1CCC(C(=O)OCC(=O)NC2CCCCC2C)CC1 (stereo unspecified) | x | -14 | -1
CCN1CCCC1CNC(=O)c1cc2c(=O)n(C)c3ccccc3c2n1C (stereo unspecified) | i | -4 | 7
Cc1ccccc1C1=NC(C(F)(F)F)(C(F)(F)F)c2c(n(-c3ccc(F)cc3)c(=O)[nH]c2=O)N1 | i | -18 | -12
CN(C1CCCC1)C1CCN(C(=O)CNC(=O)/C=C/c2cccc(C(F)(F)F)c2)CC1 | i | -14 | 7
COc1ccc(C(=O)COC(=O)C(CC(C)C)N2C(=O)c3ccccc3C2=O)cc1 (stereo unspecified) | i | -14 | 16
COc1ccc(OC)c(S(=O)(=O)Nc2ccccc2C(F)(F)F)c1 | i | -18 | 23
COc1ccc(NS(=O)(=O)c2cccc(C(=O)NCCCN3CCCC3=O)c2)cc1 | i | -11 | 6
CCN(CC(=O)Nc1ccccc1C(F)(F)F)CC(=O)NC1CC1 | x | -12 | 6
COc1ccccc1N1CN(Cc2ccccc2)CNC1=S | i | 0 | 6
COc1ccc2c(c1)C(c1cccs1)=NNC(c1ccncc1)=N2 | i | -26 | -8
CC(C)NC(=O)N(C)C[C@@H]1Oc2ccc(NC(=O)CCN3CCOCC3)cc2CC(=O)N([C@@H](C)CO)C[C@@H]1C | x | -2 | 15
Cc1nn2c(NCCCn3ccnc3)cc(C(C)C)nc2c1-c1ccccc1 | i | -31 | 6
C=CCNC(=O)CSc1ccc(Cl)cc1 | i | -18 | 11
CCCCn1c(N)c(N(CCOC)C(=O)COC(=O)c2cc(CCC)c(C)s2)c(=O)[nH]c1=O | i | -12 | 16
CN(C)/C=C/C(=O)c1cnc(-c2ccccc2)s1 | i | -23 | 12
O=C(COC(=O)C1=COCCO1)Nc1ncc(Cl)cc1Cl | i | -18 | 16
CC(C)Oc1cc(NC(=O)CSCC(=O)Nc2cccc(C(F)(F)F)c2)c(Cl)cc1Cl | i | 1 | 11
Cc1ccc(N2C(=O)C(Cl)=C(N3CCCCCC3)C2=O)c(C)c1 | i | -33 | 10
CC(NC(=O)c1ccccc1F)c1nnc(SCC(=O)Nc2nnc(C3CC3)s2)n1C (stereo unspecified) | i | -11 | 10
Cc1ccc(C(C)C)c(OCCN(C)C)c1 | i | -18 | 8
COc1ccc(/C=C/C(=O)C2(O)CCCCC2)cc1OC | i | -14 | 31
C/C(CC(=O)Nc1cccc(C(F)(F)F)c1)=N\NC(=O)C1CCCCC1 | i | -15 | 15
O=C(NCC1COc2ccccc2O1)c1cc2ccccc2o1 (stereo unspecified) | i | -9 | 60
COc1ccc(C2c3cc(OC)c(OC)cc3CCN2C(=O)c2ccccc2)cc1OC (stereo unspecified) | i | -14 | 36
Cc1ccc(C)c(OCC(=O)O/N=C(\N)c2cccnc2)c1 | i | -10 | 9
CCOC(=O)c1nnc(-c2ccc(C)cc2)nc1Sc1ccccc1Cl | i | -5 | 10
CCC(=O)N(C)CCc1cc2c(c(OC)c1/C=N/NC(=O)c1ccccc1O)OCO2 | i | -25 | 16
CN1CCN(CCCNC(=O)Cn2ncc3c4ccccc4n(C)c3c2=O)CC1 | i | 2 | 13
O=C(Nc1cccc(NC(=O)c2nccc3ccccc23)c1)c1ccco1 | i | -26 | 54*
O=C(COc1ccccc1F)Nc1cc(S(=O)(=O)N2CCOCC2)ccc1N1CCOCC1 | i | -23 | 9
COc1cccc(C(=O)NC2CCCc3c2cnn3-c2ccc(C)c(C)c2)c1OC (stereo unspecified) | i | -20 | 8
COc1ccc(NC(=O)N2CCC(c3ccccc3)C2)c(OC)c1 (stereo unspecified) | i | -7 | 13
CN(C)c1ccc(NC(=S)N(CCc2ccccc2)C2CC(=O)N(c3c(Cl)cccc3Cl)C2=O)cc1 (stereo unspecified) | i | -18 | 16
CSCCC(NC(=O)OC(C)(C)C)C(=O)Oc1ccc2c(=O)c(-c3ccc4c(c3)OCCO4)coc2c1 (stereo unspecified) | i | 1 | 31
O=C(Nc1ccc(N2CCOCC2)cc1)c1cccc(-n2cnnc2)c1 | i | -7 | 3
O=c1cc(Cl)[nH]c(=O)n1Cc1ccccc1 | i | -2 | 12
CC1CC(C)(C)NC(=S)N1CCC(=O)N1CCN(Cc2ccccc2)CC1 (stereo unspecified) | i | -19 | 10
CCn1c(SCC(=O)NCC(=O)Nc2ccc(F)cc2)nnc1-c1ccncc1 | i | -17 | 13
Cc1ccc(S(=O)(=O)N(CC2CO2)c2ccccc2[N+](=O)[O-])cc1 (stereo unspecified) | i | -9 | 15
CCc1nc(NCCC(C)C)c2nnn(Cc3ccccc3)c2n1 | i | -21 | -10
CN1C(C(=O)Nc2ccc(F)cc2F)=CC(c2ccco2)=NS1(=O)=O | i | -18 | 18
O=C(NC1CCN(C(=O)NCc2ccccc2)CC1)c1ccc(F)cc1 | i | -12 | 2
Cn1cc(CN2CCC(C(O)c3cccs3)CC2)c(-c2cccc(Cl)c2)n1 (stereo unspecified) | i | -20 | 12
CCc1ccc(OC(=O)Cc2ccc(OC)c(S(=O)(=O)N3CCOCC3)c2)cc1 | x | -19 | 7
COc1ccc(C2Oc3ccccc3N2C(C)=O)cc1 (stereo unspecified) | i | 2 | 11
O=C(CNS(=O)(=O)c1ccc2ccccc2c1)Nc1ccc(F)c(F)c1F | x | -9 | 7
N=c1c(S(=O)(=O)c2ccc(Br)cc2)cc2c(=O)n3ccccc3nc2n1Cc1ccco1 | i | -6 | 10
Nc1ncnc2c1ncn2[C@@H]1O[C@H](CNC(=O)[C@@H](N)COCc2ccccc2)[C@@H](O)[C@H]1O | x | -13 | 5
Cc1c(C)c(C)c(S(=O)(=O)NCCc2ccncc2)c(C)c1C | i | -1 | 2
COc1ccc(/C=C(\NC(=O)c2ccc([N+](=O)[O-])cc2)C(=O)NCCCn2ccnc2)cc1 | i | -23 | 44
CCn1c(COc2ccc(C)cc2)nnc1SCC(=O)NCc1ccco1 | i | -35 | 25
Cc1nn(-c2ccccc2)c2sc(C(=O)NNC(=O)COc3ccccc3)cc12 | i | -9 | 49*
COc1ccc([C@@H]2[C@@H]3C(=O)N(C(C)(C)C)C(=O)[C@@H]3[C@]3(Cc4ccccc4)C(=O)N(c4cccc(C)c4)C(=O)N23)cc1 | i | -22 | 22
CCOc1cc(CNC2CCCC2)cc(Cl)c1OCc1ccc(F)cc1 | i | 6 | 20
Cc1cc(N=Cc2cc(Cl)ccc2O)no1 | i | -4 | -6
O=C(NCc1ccco1)c1cccc(NS(=O)(=O)c2ccccc2F)c1 | i | -15 | 14

Some of the entries so far, with values under each structure.
Results follow in this order: CHT PAM, OX1R antag-1, OX1R antag-2
Cn1cc(CN2CCC(C(O)c3cccs3)CC2)c(-c2cccc(Cl)c2)n1 (stereo unspecified)
→ i, -20, 12
Cc1cc(N=Cc2cc(Cl)ccc2O)no1
→ i, -4, -6
Cc1c(C)c(C)c(S(=O)(=O)NCCc2ccncc2)c(C)c1C
→ i, -1, 2
CCc1ccc(OC(=O)Cc2ccc(OC)c(S(=O)(=O)N3CCOCC3)c2)cc1
→ x, -19, 7

4 of the entries above in order of their number in OX1R antag-2, highest first:
Compound	OX1R antag-2
COc1ccc(/C=C(\NC(=O)c2ccc([N+](=O)[O-])cc2)C(=O)NCCCn2ccnc2)cc1	44
O=C(NCc1ccco1)c1cccc(NS(=O)(=O)c2ccccc2F)c1	14
N=c1c(S(=O)(=O)c2ccc(Br)cc2)cc2c(=O)n3ccccc3nc2n1Cc1ccco1	10
O=C(CNS(=O)(=O)c1ccc2ccccc2c1)Nc1ccc(F)c(F)c1F	7
